Screening data as filed in PubChem.
mHtt clearance = mutant huntingtin protein clearance | HeLa Exon1htt(103Q)mCFP, aggregate imaging; zero = plate's median compound well | inhibition, % at 1.5 µM | 0.42% of 47,000 active | AID 853;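 active = inhibition of aggregate fluorescence above about 70%, also judged a hit by eye on the cell image, limit read from the data, passing the limit was not always enough; inconclusive = no rule stated for this call; inactive = not judged a hit on image review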;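 note: cells exposed to compound for three days before fixation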
mHtt clearance grain fraction = further read-out of mHtt clearance, marked with its call; fraction fluorescence in grains; measured here: aggregate grain fluorescence fraction; active compounds read low;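 scaled fraction of total cell fluorescence in grains with unit not stated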
The depositor's hits bear a star; i = inactive; u = inconclusive; x = no result given. Only part of the results is shown (hit frequency here may not be typical).

smiles | mHtt clearance | mHtt clearance grain fraction
Cc1ccc(S(=O)(=O)Nc2ccc3c(c2)nc(CN2CCCC2)n3C)cc1 | -8 | 17
CC(C)c1ccc(NS(=O)(=O)c2cn(C)c(=O)n(C)c2=O)cc1 | i | 226
COc1ccc(C2C(C(=O)N3CCOCC3)CCC(=O)N2c2ccc(OC)cc2)cc1 (stereo not given) | 20 | 28
Cc1ccc(-n2c(C)nc3oc4ccccc4c(=O)c3c2=O)cc1 | 11 | 17
c1ccc2c(c1)CCOC2CNCCCN1CCCCC1 (stereo not given) | -67 | 33
C=CCN(c1ccc(C(=O)N2CCCC2)cc1)S(C)(=O)=O | -88 | 30
COc1cc(C)nc(OCCNC(=O)COc2ccc(Cl)cc2Cl)n1 | 16 | 24
CC(C)CCNC(=S)NC1CCCC1 | -64 | 62
COC(=O)CSc1nc(C)c2ccc(OC)cc2n1 | -23 | 25
Cc1csc(NC(=O)CCn2c(=O)sc3ccccc32)n1 | -2 | 30
Cn1c(=O)[nH]c(=O)c2c1nc(NCCc1ccccc1)n2CC(O)COc1ccccc1 (stereo not given) | 2 | 36
CCOC(=O)c1c(C2CC2)csc1NC(=O)CSCc1c(C)noc1C | 4 | 17
Cc1cc(NS(=O)(=O)c2ccc(NC(=O)C(C)Oc3ccc(Cl)cc3)cc2)no1 (stereo not given) | 3 | 39
COc1ccc2c(c1)CCc1c(C(=O)N3CCCCCC3)noc1-2 | 46 | 20
Cc1cc(-c2ccco2)n(CC(=O)NCc2ccccc2)n1 | -64 | 67
CCC1(C)Cc2c(c(=O)n(-c3ccccc3)c3ncnc(N)c23)CO1 (stereo not given) | 31 | 12
COC(=O)NC1(C(F)(F)F)C(=O)NC(C)=C1C(=O)OC (stereo not given) | -38 | 28
CN(C)c1nc(Oc2ccc(=O)[nH]n2)nc(N2CCCCC2)n1 | 23 | 15
Cc1occc1C(=O)N1CCN(C(c2ccccc2)c2ccccc2)CC1 | 6 | 17
Cc1c(C(=O)N2CCN(c3ccc(C(F)(F)F)cn3)CC2)oc2ccccc12 | 38 | 19
O=C(Nc1ccccc1C(=O)NC(Cc1ccccc1)C(=O)NC1CCCCCC1)c1ccccc1 (stereo not given) | 53 | 14
Cc1cnc(C(=O)Nc2ccccc2C(=O)N2CCOCC2)cn1 | -43 | 56
Cc1ccc(SCc2cn3c(C)csc3n2)cc1 | 20 | 29
O=C(NCCCc1ccccc1)c1ccccc1 | -48 | 62

Arranged by the number under mHtt clearance (largest number first): five from the list above.
smiles | mHtt clearance | mHtt clearance grain fraction
O=C(Nc1ccccc1C(=O)NC(Cc1ccccc1)C(=O)NC1CCCCCC1)c1ccccc1 (stereo not given) | 53 | 14
Cc1ccc(SCc2cn3c(C)csc3n2)cc1 | 20 | 29
COC(=O)NC1(C(F)(F)F)C(=O)NC(C)=C1C(=O)OC (stereo not given) | -38 | 28
Cc1cnc(C(=O)Nc2ccccc2C(=O)N2CCOCC2)cn1 | -43 | 56
O=C(NCCCc1ccccc1)c1ccccc1 | -48 | 62

Additional results
smiles | mHtt clearance | mHtt clearance grain fraction
O=S(=O)(NCc1ccc(F)cc1)c1cccc(S(=O)(=O)N2CCOCC2)c1 | -10 | 22
CC(=O)c1c(C)[nH]c(C(=O)NC2CCCCC2)c1C | -16 | 40
COc1cccc(NC(=O)COC(=O)c2nc3nccc(C)n3n2)c1 | 12 | 35
Cc1cc(N2CCC(C(=O)N3CCN(c4cccc(C)c4C)CC3)CC2)n2ncnc2n1 | -136 | 101
C=CCn1c(SCc2nc(N)nc(N3CCCCC3)n2)nnc1-c1ccco1 | 38 | 22
COC(=O)c1ccc(C2CC(=O)NC3=C2C(=O)CCC3)cc1 (stereo not given) | -83 | 56
O=C(CSc1nc(-c2ccccc2)cc(C(F)(F)F)n1)NCc1ccco1 | 34 | 21
Cn1c(=O)[nH]c(=O)c2[nH]c(CN3CCN(C(=O)c4ccco4)CC3)nc21 | -27 | 23
CCOc1cc2c(C)cc(=O)oc2cc1Cl | 18 | 28
O=C1C2Sc3[nH]c(=O)sc3C(c3ccccc3)C2C(=O)N1c1ccccc1 (stereo not given) | 16 | 34
COc1cccc(NC(=O)CN2CCN(c3ccc(F)cc3)CC2)c1 | 8 | 19
COC(=O)CNC(=O)Cn1ccc2ccccc2c1=O | -6 | 39
Cc1ccc(C(C)C)c(OCC(=O)Nc2ccccc2N2CCN(C)CC2)c1 | -29 | 26
O=C(NCCCNCc1ccccc1)c1ccc(/C=N/O)nc1 | 4 | 39
O=C(O)c1nc(N2CCOCC2)nc(N2CCOCC2)n1 | u | x
Cc1ccc(C)c(NC(=O)CNS(=O)(=O)c2ccccc2)c1 | -10 | 20
CCOC(=O)C1=C(c2ccccc2)NC(SC)=C(C#N)C1c1ccco1 (stereo not given) | 8 | 37
COc1cccc(/C=N/NC(=O)C(=O)NCc2ccco2)c1O | 3 | 37
COc1ccc(C2Nc3ccccc3C(=O)N2Cc2ccco2)cc1COc1ccc([N+](=O)[O-])cc1 (stereo not given) | -36 | 54
CC(C)C[C@H](NC(=O)OC(C)(C)C)c1nnc(SCC(=O)Nc2ccc(Br)cc2)o1 | -8 | 32
CCN1C(=O)C(CC(=O)Nc2ccc(Br)cc2)N(CCCc2ccccc2)C1=S (stereo not given) | -4 | 32
CCN1C(=O)c2cccc3c(S(=O)(=O)Nc4ccccc4OC)ccc1c23 | -25 | 45
NC(=O)C1CCN(C(=O)C2c3ccccc3C(=O)N3CCc4ccccc4C23)CC1 (stereo not given) | 43 | 11
Cc1cc(O)cc(O)c1-c1onc(C(F)(F)F)c1-c1cscn1 | -11 | 20
Cc1ccc(-c2nc3cc(NC(=O)C(C)C)ccc3o2)cc1C | 13 | 17
O=C(NCCSCc1ccccc1)c1ccc(C2SCC(=O)N2Cc2ccccc2)cc1 (stereo not given) | 15 | 19
O=C(O)c1ccc(NS(=O)(=O)c2cc(Cl)ccc2Cl)cc1O | -42 | 28
COc1cc(C)ccc1OCCOc1c(Cl)cc(Cl)cc1Cl | 63 | 11
CC(c1ccco1)N(C(=O)CSc1ccc(Br)cc1)c1ccccn1 (stereo not given) | 33 | 23
N#Cc1ccccc1OCC(=O)OCC(=O)c1ccc2c(c1)NC(=O)CO2 | -11 | 45
O=C(NCCCN1CCN(c2ccccc2F)CC1)C1CC(=O)N(C2CCCC2)C1 (stereo not given) | -35 | 55
COc1cccc(NC(=O)N2CCOCC2)c1 | 15 | 19
CCc1ccccc1NC(=O)CSc1nnc(Cn2cnc3ccccc32)o1 | 14 | 16
CCc1nnc(NC(=O)c2ccc3c(c2)C(=O)N(C(C)(C)C)C3=O)s1 | -62 | 68
Clc1ccc(Oc2cnns2)cc1Cl | -42 | 30
O=C1CSC2=NCN(c3ccc4c(c3)OCO4)CN12 | -41 | 52
COc1cc(CN2CCN(CCOCCO)CC2)cc(OC)c1OC | 39 | 22
Nc1c(C(=O)Nc2ccc3c(c2)OCCO3)nnn1CCc1ccccc1 | 0 | 49
CCn1c(C)c(C(C)=O)c(N2CCCC2)nc1=S | 22 | 27
COC(=O)c1ccccc1NC(=O)c1sc(=S)n(C)c1N | -25 | 55
COC(=O)CN(c1nc(C)c(Br)c(OC)n1)S(=O)(=O)c1ccc(C)cc1 | 48 | 10
CCc1nnc(SCC(=O)NC2CCCCC2)nc1CC | -23 | 46
Cc1cc(C)c(C(N)=O)c(NCCc2ccccc2)n1 | 55 | 7.6
CCn1c(NC(=O)c2ccc(C)cc2)c2ccccc2nc1=O | -116 | 83
Cc1ccc(C2CC(=O)N(c3ccc(F)cc3)C3=C2C(=O)CCC3)cc1 (stereo not given) | 79* | 8.7*
FC(F)(F)C(Oc1nc(NC2CCCCC2)nc(N2CCOCC2)n1)C(F)(F)F | 38 | 21
O=C1C2C3C=CC(C3)C2C(=O)N1Cc1ccccc1 (stereo not given) | -45 | 28
O=C(NCc1ccco1)c1cccs1 | -8 | 38
Cc1ccc(C(=O)Nc2ccccc2C(=O)NC(CC(=O)O)C(=O)O)cc1 (stereo not given) | 8 | 37
O=C(CN(c1ccccc1)S(=O)(=O)c1ccc(F)cc1)N1CCCCCC1 | -63 | 31
COc1ccc(CC(C(=O)Nc2cc(C)ccc2C)/C(N)=N/O)cc1 (stereo not given) | -10 | 23
COc1ccc2c(c1)c(=O)oc1cc(OCC(=O)NC3CCCCC3)ccc12 | -26 | 50
Cc1ccccc1Sc1c(C#N)c(-c2ccccc2)nn1C | -12 | 24
Cc1sc2nc(SCC(=O)N(C)Cc3ccccc3)n(-c3ccccc3)c(=O)c2c1C | 30 | 29
C=CCNC(=S)N/N=C(\C)c1ccccn1 | 39 | 12
C=CCN1C(=O)N(/C=C/C)c2cccc3cccc1c23 | 6 | 15

New compounds follow
smiles | mHtt clearance | mHtt clearance grain fraction
Cc1ccc(CC(=O)NC(C)CCc2ccccc2)cc1 (stereo not given) | -17 | 51
Cc1ccc2nc(NC(=O)C3CCCN(S(=O)(=O)c4cnc[nH]4)C3)sc2c1 (stereo not given) | 14 | 26
COc1cc2c(cc1NC(=O)c1cncc(Br)c1)oc1ccccc12 | 8 | 18
CN(C)c1ccc(NC(=O)CSc2nc3ccccc3c(=O)n2C2CCCCC2)cc1 | 31 | 27
O=C(NCCC1=CCCCC1)C1CCN(Cc2cnn(-c3ccccc3)c2-n2cccc2)CC1 | -46 | 59
Cn1c(COc2ccc3ccccc3c2)nnc1SCC(=O)OC1CCCCC1 | -10 | 20
Cn1c(C(F)(F)F)nc2c(=O)oc3ccccc3c21 | 10 | 19
Cc1nc2sc(C(c3ccco3)N3CCN(c4ccccc4F)CC3)c(O)n2n1 (stereo not given) | 7 | 41
COc1cc(NC(=O)C2CCC(CNc3c(N4CCC(C)CC4)c(=O)c3=O)CC2)cc(OC)c1 (stereo not given) | -96 | 80
CC(C)NC(=O)c1ccccc1NC(=O)CCc1ccccc1 | 17 | 16
CCOC(=O)c1cc2occc2n1CC(=O)NC1CCC(C)CC1 (stereo not given) | -35 | 26
CCOC(=O)c1c(NC(N)=O)sc(C)c1C | 2 | 19
CCn1c(SCC(=O)NCCc2ccccc2)nnc1-c1ccco1 | -8 | 23
CCOC(=O)c1nnn(-c2nonc2N)c1CN1CCc2ccccc2C1 | -115 | 38
CC1CCN(C(=O)c2ccc(NS(C)(=O)=O)cc2)CC1 | -55 | 26
Cc1cc(C(=O)Nc2cccnc2)cs1 | -8 | 18
Cn1c(SCc2nnc3n2CCCCC3)nc2ccccc21 | 23 | 36
COCCCNC(=O)CN1CCN(Cc2ccc(Cl)cc2)C1=O | -5 | 55
COc1cc(NC(=O)c2ccc3c(c2)OCO3)ccc1NC(=O)C(C)C | 26 | 27
CN(CC(=O)NCc1cccs1)S(=O)(=O)c1cccc2nsnc12 | -18 | 45
CCSc1ncnc2c(C#N)c3n(c12)CCCCC3 | 1 | 44
COc1ccccc1N1CCN(CC(O)COc2ccc3c(c2)CCC3)CC1 (stereo not given) | -6 | 45
Nc1c(C(=O)NCc2ccccc2)nnn1Cc1cccc(Cl)c1 | 0 | 45
CCOC(=O)C(Oc1ccc(=O)n(-c2ccccc2)n1)C(C)=O (stereo not given) | -37 | 28

Compound profiles, from the list above. Order of screens: mHtt clearance	mHtt clearance grain fraction
COc1ccccc1N1CCN(CC(O)COc2ccc3c(c2)CCC3)CC1 (stereo not given) is listed with -6	45
COc1cc(NC(=O)c2ccc3c(c2)OCO3)ccc1NC(=O)C(C)C is listed with 26	27
CCSc1ncnc2c(C#N)c3n(c12)CCCCC3 is listed with 1	44

Remaining list, next part
smiles | mHtt clearance | mHtt clearance grain fraction
CCn1c(SCC(=O)c2ccccc2)nnc1-c1ccoc1C | -26 | 46
COCCN1CN=C(Nc2nc3ccccc3s2)NC1 | -12 | 40
CCCN1Cc2cccc(C(=O)NCc3cccs3)c2C1=O | 14 | 14
COc1ccc(C(=O)N2CC3(C)CC2CC(C)(C)C3)cc1OC (stereo not given) | 16 | 16
C=CCOc1nc(N2CCCC2)nc(N2CCCC2)n1 | 23 | 14
CC1(C)CC(=O)C2=C(C1)OC(N)=C(C#N)C2CCc1ccccc1 (stereo not given) | 51 | 8.8
COc1ccc(CCNC(=O)NC2CCCCC2)cc1OC | 31 | 14
CCOC(=O)C1=C(Nc2cccc(Cl)c2)OCC1=O | 13 | 18
COc1ccccc1C(=O)Oc1ccc(C(C)C)cc1 | -14 | 24
Nc1nc(NCc2cccs2)nn1-c1ccccc1 | -19 | 23
CCN(CC)c1ccc(NC(=O)CSc2nnc3nc(C)cc(C)n23)cc1 | 17 | 33
O=C(Nc1ccc2c(c1)oc1ccccc12)c1ccc2c(c1)OCO2 | -4 | 19
CC(C)CCOc1cccc(OCC(=O)NC2CCS(=O)(=O)C2)c1 (stereo not given) | 11 | 37
O=C(c1ccccc1)N(Cc1ccco1)C1CCS(=O)(=O)C1 (stereo not given) | 10 | 32
CCCC(=O)NCc1ccc2c(c1)cc(C)n2C | -3 | 38
Nc1nc(-c2ccc(Cl)cc2)cc(C(F)(F)F)n1 | -26 | 25
COc1ccc(CN=C(C)c2c(C(F)(F)F)[nH]n(-c3nc4ccccc4s3)c2=O)cc1 | -4 | 20
CCCCOC(=O)c1ccc(NC(=O)CSCc2n[nH]c(=O)[nH]2)cc1 | 14 | 18
Cc1nn(CC(=O)NCCc2ccccc2)c(=O)c2ccccc12 | -43 | 48
COCCCn1c(CCC(=O)O)ccc1-c1ccc(F)cc1 | 26 | 14
COCCCNC(c1ccccc1)c1ccncc1 (stereo not given) | -65 | 55
Cc1ccc(C)c(CSc2nnc([C@@H](N)C(C)C)o2)c1 | -18 | 23
COc1ccccc1C1C(C(N)=O)=C(C)Nc2ncnn21 (stereo not given) | 44 | 11
COc1ccc(-c2cc(C(F)(F)F)nc(SCCC(=O)N3CCN4CCCC4C3)n2)cc1 (stereo not given) | 48 | 8.5
COc1ccc(CCNC(=O)c2cnn3ccccc23)c(OC)c1OC | -11 | 37
O=C(O)C1CCCN1c1ncccn1 (stereo not given) | 12 | 18
CC(=O)c1cccc(NC(=O)CN(C2CCCCC2)S(C)(=O)=O)c1 | -7 | 20
Cc1cc(C)nc(SCc2nnc(SCC(=O)Nc3ccc(Cl)c(C(F)(F)F)c3)o2)n1 | -49 | 31
